Bioassay records (PubChem BioAssay)
Pf growth 96h – P. falciparum growth inhibition at 96 hours | actives 6.9% (n = 320,000) | Potency, µM (titrated, usually from 28.7 µM), for inactives: at the highest dose activity change, negative = inhibition, usual class: inhibitors | P. falciparum luciferase reporter growth, 96 h | AID 504834; also: potency is read from the fitted curve at half-maximal effect; % is scaled to controls: 0 for no effect and ±100 for the full control effect
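96 h incubation, 37 C, 5% CO2, of luciferase-reporter P. falciparum-infected RBCs (2% hematocrit, 0.05% parasitemia final) with test compounds; endpoint luminescence.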
CHX counter – counter-screen hit for Shiga toxin inhibitors, cycloheximide; max response, %; actives 12% (n = 300,000); cell reporter, cycloheximide protein synthesis inhibition counterscreen; AID 2314; in the data active = max response mostly above about 13%, no sharp cut-off; inactive = mostly below about 14%; also: read at 38.3 µM for the half of the compounds with a filed dose; 0% is about no effect
AMA1-RON2 inh – AMA1-RON2 (P. falciparum) interaction inhibition; AlphaScreen AMA1-biotinylated RON2 peptide binding; Potency, µM (titrated, usually from 58.2 µM), for inactives: at the top dose activity change, negative = inhibition, most hits filed as inhibitors; actives 0.2% (n = 360,000); AID 720542;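 also: potency is read from the fitted curve at half-maximal effect; 0% = vehicle wells and -100% = peptide control; nearly all actives have a fitted effect of over 45% in size; some results filed as inactive show a strong effect at the top dose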
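AMA1 (3D7) with his tag at 25 nM final met compounds first, then biotinylated RON2 peptide at 25 nM; detection used donor plus acceptor beads, 10 µg/mL apiece, read by AlphaScreen after 30 min at room temperature.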
Shiga toxin inh – blocks Shiga toxin action in Vero cells. Vero cells, Shiga toxin protein synthesis inhibition reporter. inhibition, % at 38.7 µM. actives 9.2% (n = 290,000). AID 2315; in the data active = inhibition mostly above about 28%, no sharp cut-off; inactive = mostly below about 43%; also: 0% is about no effect
Pf growth 48h – P. falciparum growth inhibition at 48 hours (one generation); P. falciparum luciferase growth in erythrocytes, 48 h; Potency, µM (doses to about 28.7 µM), inactives show at the highest dose activity change, negative = inhibition, usual class: inhibitors; actives 5.9% (n = 310,000); also: potency is read from the fitted curve at half-maximal effect; % is scaled to controls: 0 for no effect and ±100 for the full control effect
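Firefly luciferase activity from engineered P. falciparum reports growth; inhibitors lower the luminescent signal. Cultures contained 2% hematocrit erythrocytes at 0.1% final parasitemia.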
LmPK inh – LmPK (Leishmania mexicana) enzyme inhibition. purified LmPK, Kinase-Glo ATP luminescence, 1 h. Potency, µM (highest dose often 57.5 µM), for inactives: at the top dose activity change, negative = inhibition, usual class: inhibitors. actives 0.37% (n = 290,000). AID 1721; also: potency is read from the fitted curve at half-maximal effect; % is scaled to controls: 0 for no effect and ±100 for the full control effect
Target sequence (Q27686 whole entry, looked up): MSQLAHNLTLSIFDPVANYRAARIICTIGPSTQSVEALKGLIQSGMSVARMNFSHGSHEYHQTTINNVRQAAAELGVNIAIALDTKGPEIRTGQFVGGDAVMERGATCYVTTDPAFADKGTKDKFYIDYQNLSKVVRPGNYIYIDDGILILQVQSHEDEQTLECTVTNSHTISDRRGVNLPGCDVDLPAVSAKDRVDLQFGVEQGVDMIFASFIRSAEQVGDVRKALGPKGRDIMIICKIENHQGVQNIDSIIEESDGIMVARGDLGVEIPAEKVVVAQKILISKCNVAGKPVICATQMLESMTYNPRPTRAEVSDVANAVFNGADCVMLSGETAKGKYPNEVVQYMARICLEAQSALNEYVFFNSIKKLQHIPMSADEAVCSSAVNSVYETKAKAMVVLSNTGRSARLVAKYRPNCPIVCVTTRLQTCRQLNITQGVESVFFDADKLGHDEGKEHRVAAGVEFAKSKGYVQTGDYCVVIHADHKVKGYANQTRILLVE
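Screened at intermediate enzyme activity to detect both inhibitors and activators: LmPK at 0.1 nM, with a 0.5 nM enzyme column as activation reference. PEP 0.5 mM, ADP 0.1 mM; ATP detected by luminescence after 1 h.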
Tb PYK inh – inhibitors of Trypanosoma brucei pyruvate kinase | Q57TT1 | TbPYK enzyme, Kinase-Glo Plus ATP luminescence, 45 min | actives 0.12% (n = 410,000) | Potency, µM (series often up to 76.8 µM), inactives show top-dose activity, negative = inhibition, most hits filed as inhibitors; also: potency is read from the fitted curve at half-maximal effect; % is scaled to controls: 0 for no effect and ±100 for the full control effect; nearly all actives have a fitted effect of over 50% in size
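Activity of T. brucei pyruvate kinase was followed by Kinase-Glo Plus luminescence after the enzyme reacted 45 min at room temperature with 130 uM ADP (final) and substrate. Test compounds were added before ADP at multiple concentrations.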
* marks the source's active call; other numbers are inactive results; i = inactive; u = inconclusive; x = no result given; & = joins results of further samples; [ ] = remark or other dose. Unless noted, calls follow the shape of the dose curve; as a rule, active = well fitted curve in the direction sought with a large enough effect; inconclusive = small, poorly fitted or top-dose-only effect, or another doubt; inactive = no such curve, though single readings can be large; an effect the other way counts as inactive or inconclusive. The order is random. About 21% of those tested had a hit in this group.

SMILES	Pf growth 96h	CHX counter	AMA1-RON2 inh	Shiga toxin inh	Pf growth 48h	LmPK inh	Tb PYK inh
COc1ccccc1-c1noc(CSc2nc(C)cc(=O)[nH]2)n1	25%	2	3%	-3	10%	-3%	2%
Cc1ccc(S(=O)(=O)CCC(=O)OCC(=O)Nc2cc(S(=O)(=O)N3CCOCC3)ccc2C)cc1	6%	x	20%	x	u	x	-3%
CCc1nc(-c2ccccc2O)n(-c2ccccc2)n1	x	-2	5%	-17	9%	4%	4%
Cc1cc(OCCCC(=O)NCCc2ccccn2)ccc1Cl	1%	-2	16%	-3	23%	-3%	1%
Cc1ccc(/C(O)=C2\C(=O)C(=O)N(C)C2c2ccccc2[N+](=O)[O-])cc1 (centres undefined)	63%[activator]	37*	1%	x	57%[activator]	9%	0%
CC1=CCC2C(=O)N(c3ccc(N4CCOCC4)cc3)C(=O)C2C1 (centres undefined)	11%	-1	-1%	-9	11%	1%	-4%
COc1ccc(C2(c3ccc(OC)cc3)NC(=O)N(CC(=O)Nc3ccc(OC(F)F)cc3)C2=O)cc1	u	6	-13%	7	12µM*	1%	1%
CN(c1cccc(NC(=O)Nc2ccc(Cl)cc2)c1)S(C)(=O)=O	0%	37*	1%	66*	46%[activator]	-6%	-4%
CCN(CC)C(=O)CSc1nnc(-c2cnccn2)n1-c1ccccc1	-17%[5.75 µM]	-3	-3%	-3	-11%	-1%	1%
CC(C)C(=O)Nc1cccc(NC(=O)c2ccc([N+](=O)[O-])cc2Cl)c1	u	28*	-9%	17	12%	4%	0%
CCCc1cc(-c2nc(N)ncc2-c2csc(C)n2)c(O)cc1OC	u	-4	-3%	-7	u	2%	-1%
O=C1CSc2ccc(S(=O)(=O)NCc3ccccc3Cl)cc2N1	u	2	6%	2	14%	7%	-2%
COc1cc(/C=N\Nc2nncn2N)ccc1OC(C)=O	0.93µM*	17*	37%[activator]	19	38%[activator]	-2%	0%
O=C(CN1CCN(c2ccccc2)CC1)N1CCc2[nH]c3ccccc3c2C1	u	2	-29%	-8	u	1%	1%
Cn1c(CCNC(=O)c2ccco2)nc2cc(NC(=O)NC3CCCCC3)ccc21	x	3	6%	3	57%[activator]	-5%	-4%

Some of these compounds in order of SMILES length, largest number first:
SMILES	Pf growth 96h	CHX counter	AMA1-RON2 inh	Shiga toxin inh	Pf growth 48h	LmPK inh	Tb PYK inh
Cn1c(CCNC(=O)c2ccco2)nc2cc(NC(=O)NC3CCCCC3)ccc21	x	3	6%	3	57%[activator]	-5%	-4%
COc1cc(/C=N\Nc2nncn2N)ccc1OC(C)=O	0.93µM*	17*	37%[activator]	19	38%[activator]	-2%	0%
CCc1nc(-c2ccccc2O)n(-c2ccccc2)n1	x	-2	5%	-17	9%	4%	4%

A different layout for some results above:
> CC(C)C(=O)Nc1cccc(NC(=O)c2ccc([N+](=O)[O-])cc2Cl)c1
- Pf growth 96h = u
- CHX counter = 28*
- AMA1-RON2 inh = -9%
- Shiga toxin inh = 17
- Pf growth 48h = 12%
- LmPK inh = 4%
- Tb PYK inh = 0%

> CCN(CC)C(=O)CSc1nnc(-c2cnccn2)n1-c1ccccc1
- Pf growth 96h = -17%[5.75 µM]
- CHX counter = -3
- AMA1-RON2 inh = -3%
- Shiga toxin inh = -3
- Pf growth 48h = -11%
- LmPK inh = -1%
- Tb PYK inh = 1%

> O=C1CSc2ccc(S(=O)(=O)NCc3ccccc3Cl)cc2N1
- Pf growth 96h = u
- CHX counter = 2
- AMA1-RON2 inh = 6%
- Shiga toxin inh = 2
- Pf growth 48h = 14%
- LmPK inh = 7%
- Tb PYK inh = -2%

(further entries)
SMILES	Pf growth 96h	CHX counter	AMA1-RON2 inh	Shiga toxin inh	Pf growth 48h	LmPK inh	Tb PYK inh
Cc1cc(C)cc(OCC(=O)N/N=C/c2ccc([N+](=O)[O-])o2)c1	31%[activator]	24	6%	32	9.3µM*	5%	1%
N#CCCn1c(=S)[nH]c2ccccc21	u	-3	-11%	-7	x	-2%	-17%
COc1ccc(CCN(CC(=O)NC2CCCC2)C(=O)Cn2nnc(-c3ccc(C)o3)n2)cc1OC	-19%	5	-1%	-8	0%	5%	0%
COCCNc1cc(C)c(C#N)c2nc3ccccc3n12	x	-2	13%	-10	u	3%	0%
CCN(CC)CCNCC(O)(c1ccc(Cl)cc1)c1ccc(Cl)cc1	12µM*	-3	13%	-18	u	2%	2%
COc1ccc(-c2cc3c(=O)n(CC(=O)Nc4ccc(Cl)cc4)ncn3n2)cc1	13%	-6	-11%	-13	15%	-12%	7%
CCOC(=O)c1cc(NC(=O)N(CC)CC)c(C)nc1C	35%[activator]	8	4%	47	x	2%	-11%
O=c1nc2ccc(Cl)cn2c2ccc(S(=O)(=O)N3CCOCC3)cc12	-3%	-2	-3%	-3	u	-1%	7%
CCOC(=O)/C(C#N)=C/c1cc2ccccc2nc1N1CCCCC1	15%	-2	2%	-11	6%	7%	4%
COCCOC(=O)c1c(C)oc2ccc(NS(=O)(=O)c3ccccc3)cc12	u	-4	0%	-13	-13%	2%	-3%
C=C(C)c1cccc(C(C)(C)NC(=O)NC2CC(C)(C)NC(C)(C)C2)c1	15%	5	-2%	13	u	2%	-2%
CC(C)(C)C(=O)C(Oc1ccc(Cl)cc1)n1ccnc1 (centres undefined)	12µM*	x	x	x	-7%	x	0%
CCOC(=O)/C(C#N)=C/c1c(Oc2cccc(C)c2)nc2ccccn2c1=O	-9%	-2	-7%	-3	4%	6%	0%
COC(=O)c1ccc(/C=C/C(=O)OCC(=O)Nc2ncc(Cl)cc2Cl)cc1	u	x	1%	x	12µM*	x	-2%
CC1Cc2c([nH]c3ccccc23)C2c3ccccc3CN12 (centres undefined)	-12%	3	6%	6	-18%	-3%	-6%
CCOC(=O)N1CCN(C(=O)CSc2nc(=O)n3ccc(C)cc3n2)CC1	16%	x	-1%	x	-17%	x	4%
COc1ccc(NC(=S)N2c3ccccc3CC2C)cc1OC (centres undefined)	-6%	-2	12%	6	5%	0%	-5%
COc1cc(/C=C2\C(=N)N3N=C(N4CCOCC4)SC3=NC2=O)ccc1OC(=O)c1ccccc1	u	4	139%[activator]	5	-3%	0%	3%
C/C(=N\NC(=O)c1nn(C)c(C)c1Br)c1cccc(NC(=O)c2ccoc2C)c1	u	46*	9%	24*	14%	-2%	-5%
COc1cc(OC)c2c(c1)OC(=O)CC2c1ccc2c(c1)OCO2 (centres undefined)	x	9	-1%	i	x	x	-7%
CC(=O)c1ccc(S(=O)(=O)N2CCC3(CC2)CC(=O)c2ccccc2O3)cc1	u	x	-9%	x	-8%	x	-5%
COCCCn1c(SCC(=O)NC(C)(C)C)nnc1-c1cccs1	-13%	-2	-16%	-5	-4%	1%	3%
CC(C)(C)NC(=O)COC(=O)c1ccccc1OCC(=O)Nc1ccc(Br)cc1	-21%	17*	12%	35*	-3%	-4%	-1%
Cc1ccc(S(=O)(=O)Nc2c(NC3CCCCC3)c3ccccc3oc2=O)cc1C	u	-4	0%	-9	4%	7%	-6%
COc1ccccc1-n1c(SCC(=O)NC2CCS(=O)(=O)C2)nc2ccccc2c1=O (centres undefined)	-26%	x	14%	x	-8%	x	-10%
Cc1ccc(NC(=O)CN2C(=O)c3ccccc3S2(=O)=O)c(C)c1	21%	-3	0%	-4	0%	3%	4%
CCOC(=O)c1nc(C)n(-c2ccc(Cl)cc2)n1	21%	20*	-14%	12	31%[activator]	-2%	-5%
CCOc1ccc(N(CC(=O)Nc2cccc(Cl)c2)S(=O)(=O)c2c(C)noc2C)cc1	26%	-2	11%	-4	x	12%	2%
COc1ccc(C(=O)OCC(=O)Nc2ccc3c(c2)OCO3)cc1S(=O)(=O)N1CCOCC1	19%	x	-4%	x	u	x	11%
Nc1cccc(CN2CCCC2)c1	-8%	-1	10%	-22	-20%	6%	0%
CCOc1ccc(NC(=O)CC2C(=O)N(c3ccccc3)C(=O)N2CCOC)cc1 (centres undefined)	36%[activator]	-3	0%	-3	u	8%	2%
COc1cccc(CNC(=O)c2nnn(CC(=O)Nc3cc(Cl)ccc3C)c2N)c1	3.7µM*	10	-2%	-3	34%[activator]	-1%	-7%&-1%
Cc1ccccc1Nc1nnc(SCC(=O)NCc2ccco2)s1	0%	1	-2%	-9	-10%	3%	-13%
COc1ccc(S(=O)(=O)Nc2cc3c4c(c2)CCC(=O)N4CCC3)cc1	49%[activator]	x	0%	x	u	x	-2%
CC1(C)Cc2ccccc2-c2nc3n(c(=O)c21)CCCS3	u	-3	2%	10	1%	7%	1%
Cc1nn(Cc2ccc(F)cc2)c(C)c1NC(=O)c1cnn2c1NC(c1cccs1)CC2C(F)(F)F (centres undefined)	x	2	-7%	-8	u	-2%	0%
CC(=O)C(Sc1nc(-c2ccc(F)cc2)nc2c1c(=O)n(C)c(=O)n2C)C(C)=O	27%	-3	x	-6	19%	2%	x
CCN1C(=O)C(CC(=O)Nc2ccc(OC)cc2)N(Cc2ccc3c(c2)OCO3)C1=S (centres undefined)	62%[activator]	8	-4%	-11	u	2%	2%
COc1cccc(C2N=C(c3ccccc3C)NO2)c1OC (centres undefined)	79%[activator]	27*	-7%	51*	63%[activator]	5%	2%
COc1ccc(CCNC2CC(=O)N(CCc3ccc(OC)c(OC)c3)C2=O)cc1OC (centres undefined)	199%[activator]	12	11%	28	-14%	4%	4%
CN(Cc1ccc(C(C)(C)C)cc1)C(=O)Cc1ccc(S(=O)(=O)N2CCOCC2)s1	13µM*	x	-12%	x	9.3µM*	x	1%
COc1ccc(N2C(=O)CC(Sc3nc(C)c4c(n3)CCCC4)C2=O)cc1 (centres undefined)	27%	-1	-19%	-6	3%	1%	-5%
CC12CCC(=O)N1C(C(=O)NNC(=O)c1ccccc1Cl)CS2 (centres undefined)	-26%	x	29%	x	4%	x	-12%
O=[N+]([O-])c1ccc(C(O)C[n+]2ccccc2)cc1 (centres undefined)	7.4µM*	-1	4%	x	-18%	3%	-5%
COc1ccc(CCNC(=O)CSc2nnc(Cc3csc(N)n3)n2C)cc1OC	-21%	-4	6%	-10	7%	-1%	5%
CCOC(=O)C1(Cc2cccc(Cl)c2)CCCN(C(=O)c2ccco2)C1 (centres undefined)	u	16	-4%	64*	-15%	4%	-29%
O=C(O)CCn1cc(-c2ccc(Cl)cc2)nc1-c1ccc(Cl)nc1	u	x	4%	x	u	x	-2%
O=C(O)c1cccc(N2C(=O)c3cccnc3C2=O)c1	x	-2	-4%	9	-4%	4%	x
O=c1c(NCCc2ccc(Cl)cc2)c(-c2ccccc2)c1=O	u	5	6%	-7	u	-1%	0%
COc1cc(OC)c2ccc(=O)oc2c1C(CCN1CCCC1)c1ccc(N(C)C)cc1 (centres undefined)	u	-5&-6	-22%	-1&-2	u	10%	1%
O=c1ccc(Cc2ccccn2)n[nH]1	u	-4	-11%	-9	x	0%	1%
COc1ccc2c(c1)c1ccc3c(c1n2C)C(=O)C=CC3=O	u	0	u	-8	u	u	u
COC(=O)Nc1ccc(S(=O)(=O)N2CCCC(C(=O)N3CCC(C)CC3)C2)cc1 (centres undefined)	-27%	-3	3%	3	-12%	16%	7%
O=C(NCCCn1ccnc1)c1cc2cc([N+](=O)[O-])ccc2oc1=O	-4%	-1	9%	7	19%	-7%	-1%
O=S(=O)(c1ccc(S(=O)(=O)N(Cc2cccs2)CC2CCCO2)cc1)N1CCCCC1 (centres undefined)	x	-3	2%	-14	u	7%	2%
